# High-throughput results: PubChem BioAssay, several laboratories
# RGS4-Gao reg: modulates binding of RGS4 to human Galphao; P09471; Multiplexed bead flow cytometry; actives lie on both sides; binding response (% of control), % at 10 µM; hit rate 0.33% among 220,000; AID 1415; in the data active = binding response below about 49% or above about 150%; inactive = in between;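 note: fluorescent Galphao activated with aluminum fluoride binding bead-coupled RGS4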
# Target sequence (P09471 whole entry, looked up): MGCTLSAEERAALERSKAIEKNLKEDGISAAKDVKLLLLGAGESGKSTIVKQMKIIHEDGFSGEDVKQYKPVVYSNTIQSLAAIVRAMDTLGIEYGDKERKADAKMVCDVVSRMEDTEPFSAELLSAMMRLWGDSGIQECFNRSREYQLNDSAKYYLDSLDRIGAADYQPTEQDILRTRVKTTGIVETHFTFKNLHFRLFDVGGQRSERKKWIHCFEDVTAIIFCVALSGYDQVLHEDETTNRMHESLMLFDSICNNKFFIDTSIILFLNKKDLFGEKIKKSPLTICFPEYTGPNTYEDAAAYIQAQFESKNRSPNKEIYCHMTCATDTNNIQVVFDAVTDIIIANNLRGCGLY
# RGS7-Gao: regulators of human RGS7-Galphao interaction; P09471; Multiplexed bead flow cytometry, RGS7-Galphao binding; actives lie on both sides; binding response (% of control), % at 10 µM; hit rate 0.35% among 220,000; in the data active = binding response below about 49% or above about 150%; inconclusive = no clear call, values can overlap the other calls; inactive = in between;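 note: fluorescent Galphao held in activated GDP-AlF4 state binding bead-coupled RGS7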
# ABCG2 block: human ABCG2 inhibition, ABCB1 as counter-screen; inhibition, % at 6.6 µM; Q9UNQ0; AID 1325; IgMXP3 cells, JC-1 efflux, flow cytometry; hit rate 0.1% among 190,000;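 active = inhibition above 80%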;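 note: 0% = DMSO and 100% = nicardipine control wells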
#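 Assay system – ABCG2 IgMXP3 and barcoded ABCB1 CCRF-Adr cell mix · Input – 3 million cells/mL in well · Reagent – JC-1 fluorescent substrate · Compound – single test compound dose, 6.6 µM final · Timing – 10 min exposure at 25 °C with rotation, no wash · Detection – flow cytometry of retained JC-1 fluorescence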
# Avidin bead fluor: compound fluoresces at 488/530 nm on avidin beads; compound fluorescence 488/530 nm, flow cytometry; hits give high values; fluorescence (KMESF) at 10 µM; hit rate 0.38% among 220,000; AID 1775; in the data active = fluorescence above about 47; note: inactives centre near 10
# RGS8-Gao: human RGS8-Galphao interaction regulation; response (percent of control binding), % at 10 µM; hit rate 0.34% among 220,000; multiplexed bead flow cytometry, RGS8-Galphao binding; actives lie on both sides; in the data active = response below about 60% or above about 140%; inactive = in between;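 note: Galphao activated as the GDP aluminium fluoride complex binding bead-coupled RGS8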
# Mcl1-Noxa inh: disrupts binding of human Mcl-1 to Noxa peptide. hit rate 1.5% among 220,000. inhibition, % at 21.7 µM. TR-FRET Mcl-1/Noxa peptide binding, 2 h. Q07820;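 active = compounds that cut the protein-peptide binding signal by more than 50% relative to plate controls in a single-dose test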;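 note: His-tagged Mcl-1 with rhodamine Noxa BH3 peptide and terbium anti-His antibody; 0% = Mcl-1 plus Noxa peptide wells and 100% = peptide-only wells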
# Target sequence (Q07820 whole entry, looked up): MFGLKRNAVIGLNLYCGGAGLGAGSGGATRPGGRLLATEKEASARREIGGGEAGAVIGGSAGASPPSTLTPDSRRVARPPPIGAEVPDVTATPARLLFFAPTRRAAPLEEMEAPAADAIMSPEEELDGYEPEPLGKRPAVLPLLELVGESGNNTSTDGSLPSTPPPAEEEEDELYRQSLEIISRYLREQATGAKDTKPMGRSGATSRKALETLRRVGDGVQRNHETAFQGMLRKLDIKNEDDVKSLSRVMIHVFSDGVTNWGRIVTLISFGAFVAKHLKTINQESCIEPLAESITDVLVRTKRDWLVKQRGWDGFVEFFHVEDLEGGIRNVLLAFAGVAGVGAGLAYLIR
# Mcl1-Bid inh: Mcl-1/Bid interaction inhibition | TR-FRET Mcl-1/Bid-Dy647 peptide binding, 1536-well | hit rate 0.97% among 220,000 | Q07820 | inhibition, % at 21.7 µM;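 active = compounds that cut the binding signal by more than half at the single screening dose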;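 note: His-tagged Mcl-1 with europium anti-His antibody binding Bid BH3 peptide; 0% = Mcl-1 plus peptide wells and 100% = peptide-only wells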
# GSH bead fluor: GSH bead compound fluorescence profile; fluorescence (KMESF) at 10 µM; hit rate 0.25% among 190,000; GSH beads flow cytometry, compound fluorescence 488/530 nm; hits give high values; in the data active = fluorescence above about 89;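 note: glutathione beads carrying GST-tagged Bcl family fusion proteins plus one bare bead set; values are compound well signal with DMSO vehicle wells as background; inactives centre near 16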
# ABCB1 block: inhibitors of human ABCB1 transporter, ABCG2 counter-screen. hit rate 0.067% among 190,000. inhibition, % at 6.6 µM. CCRF-Adr cells, JC-1 efflux, flow cytometry. P08183; in the data active = inhibition above about 40%;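 note: 0% = vehicle and 100% = reference inhibitor; higher value means more JC-1 retained so stronger ABCB1 efflux block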
# Bim-Mcl-1: human Bim-Mcl-1 interaction inhibition; hit rate 0.1% among 190,000; inhibition, % at 10 µM; Q07820; Bead-based flow cytometry, Bim peptide-Mcl-1 binding; in the data active = inhibition above about 40%;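 note: 0% = no compound tracer wells and 100% = peptide blocker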
# Pf gametocyte: P. falciparum stage V gametocyte viability inhibition; P. falciparum stage V gametocytes, ATP luminescence, 24 h; inhibition, % at 10.9 µM; hit rate 0.065% among 150,000;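 active = inhibition above the mean plus 3 SD of compounds within the control limits, set per campaign, cut at about 38% in these data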;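 note: 0% = DMSO wells and 100% = medium only without gametocytes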
# * hit, by the source's call; ? = inconclusive; nt = no result given.
# Start of the data: the first 3 records, ahead of the listing:
SMILES,RGS4-Gao reg,RGS7-Gao,ABCG2 block,Avidin bead fluor,RGS8-Gao,Mcl1-Noxa inh,Mcl1-Bid inh,GSH bead fluor,ABCB1 block,Bim-Mcl-1,Pf gametocyte
c1ccc(Nc2nc3ccccc3o2)cc1,102.4,98.7,3.0,8,113.6,14.7,16.4,28,0.8,-3.0,-0.9
Cc1csc(=S)n1-c1ccccc1,116.1,116.3,2.1,6,114.1,-3.8,-18.7,19,0.7,-2.0,nt
COc1cccc2c(=O)n(CC(=O)N3CCN(c4ccccc4)CC3)ccc12,95.0,89.7,0.1,5,96.6,19.6,-24.6,22,0.5,1.0,nt

# Main list, from the first entry:
SMILES,RGS4-Gao reg,RGS7-Gao,ABCG2 block,Avidin bead fluor,RGS8-Gao,Mcl1-Noxa inh,Mcl1-Bid inh,GSH bead fluor,ABCB1 block,Bim-Mcl-1,Pf gametocyte
c1ccc(Nc2nc3ccccc3o2)cc1,102.4,98.7,3.0,8,113.6,14.7,16.4,28,0.8,-3.0,-0.9
Cc1csc(=S)n1-c1ccccc1,116.1,116.3,2.1,6,114.1,-3.8,-18.7,19,0.7,-2.0,nt
COc1cccc2c(=O)n(CC(=O)N3CCN(c4ccccc4)CC3)ccc12,95.0,89.7,0.1,5,96.6,19.6,-24.6,22,0.5,1.0,nt
Cc1cc(/C=N/NC(=O)Cn2c3ccccc3c(=O)c3ccccc32)c(C)n1-c1ccccc1,99.6,99.1,0.8,9,100.5,21.1,-47.4,8,0.6,1.0,-29.3
O=C1CC(NCc2ccc3c(c2)OCO3)C(=O)N1CCc1ccccc1 (stereo unspecified),101.2,99.8,-8.1,11,101.0,-24.3,-0.3,23,-5.1,0.0,nt
Cc1cccn2cc(-c3ccc(Cl)cc3)nc12,97.8,106.8,8.2,14,97.0,14.2,-31.1,20,1.4,-7.0,10.6
Cn1c(N2CCN(C(=O)NC34CC5CC(CC(C5)C3)C4)CC2)nc2ccccc21,102.1,101.1,0.6,5,100.0,-2.8,-0.3,15,0.0,0.0,8.2
Cc1c(C(=O)NCCN2C(=O)S/C(=C\c3cccnc3)C2=O)cccc1[N+](=O)[O-],97.0,?,nt,7,98.7,11.3,-21.8,nt,nt,nt,11.0
O=C(CSc1nnc(CNC(=O)c2c(F)cccc2Cl)o1)NCc1ccc2c(c1)OCO2,101.2,99.5,0.6,36,98.2,-0.2,-6.4,12,0.3,0.0,-8.8
CCOC(=O)C1C(c2ccc(O)c(O)c2)NC(=S)NC1(O)C(F)(F)F (stereo unspecified),17.5*,34.5*,4.9,6,76.3,-0.2,-57.2,6,1.0,-11.0,nt
Cc1cccc(N2C(=O)C3C4C=CC(C5CC45)C3C2=O)n1 (stereo unspecified),98.8,?,nt,7,97.1,-0.5,-2.8,nt,nt,nt,-20.1
Cc1ccc2oc(=O)c3cnn(CC(=O)NC4CCN(Cc5ccccc5)CC4)c3c2c1,102.3,101.0,0.9,6,101.4,15.0,-24.4,14,1.5,-1.0,nt
O=C(Nc1ccc2oc(=O)ccc2c1)c1ccc(-c2cccc([N+](=O)[O-])c2)o1,98.2,?,nt,65*,101.7,69.8*,79.5*,nt,nt,nt,-17.9
COc1ccc(N2CCN(S(=O)(=O)c3cccs3)CC2)cc1,98.8,99.6,0.1,13,102.5,11.5,-77.1,55,-0.2,-3.0,nt
COc1ccc(CCNC(=O)CCNS(=O)(=O)c2cccc3nsnc23)cc1OC,95.2,89.2,2.3,6,96.6,15.7,-26.0,42,0.3,1.0,nt
Cc1ccc(COc2ccsc2C(=O)O)cc1,98.8,94.0,2.6,10,99.2,7.3,-16.2,21,0.4,0.0,4.3
CC(=O)C1=C(C)NC(=O)NC1c1cccc(O)c1 (stereo unspecified),101.4,103.7,4.8,14,101.8,24.2,-0.7,34,1.1,-1.0,12.8
CCC(=O)Nc1cccc(NC(=S)NC(=O)c2ccc(Cl)cc2)c1,101.3,99.0,-4.6,12,100.8,23.3,-5.0,11,-0.6,-7.0,-28.2
CCCSc1nnc(NC(=O)Nc2ccccc2)s1,94.6,102.1,1.8,7,100.9,2.7,-20.9,11,0.0,-3.0,3.1
c1ccc(-c2ccnc3ncnn23)nc1,95.7,96.4,0.2,5,99.7,14.3,-32.7,17,-0.1,1.0,-28.6
CC(C)(C)c1nc(CN2CCCCC2)cc(CN2CCCCC2)c1O,104.4,100.7,1.0,6,107.2,-0.4,-61.5,68,0.4,-1.0,nt
Cc1sc(NC(=O)c2ccc(=O)n(C)n2)nc1-c1ccccc1,99.0,94.7,15.9,5,97.1,-9.3,-3.2,22,0.2,-1.0,-20.9
CC(=O)SCC(Cc1ccccc1)C(=O)NCC(=O)OCc1ccccc1 (stereo unspecified),93.4,96.2,2.4,5,99.4,-24.3,-5.9,64,nt,0.0,nt
O=C1/C(=C\c2ccc3ccccc3c2)CCCc2ccccc21,101.0,99.1,2.1,8,100.8,17.9,9.9,17,0.7,0.0,7.6
Nc1nc2c(s1)COc1ccccc1-2,98.1,103.3,1.3,9,95.7,-32.1,-40.3,9,0.4,-6.0,-15.7
O=C1NC2(CCSC2)C(=O)N1CC(=O)N(Cc1ccccc1)C1CCS(=O)(=O)C1 (stereo unspecified),100.9,?,nt,12,103.2,6.8,-18.2,nt,nt,nt,-5.6
CC(=O)c1cccc(CN2CCN(CC=C(C)C)C(CCO)C2)c1 (stereo unspecified),95.3,?,nt,3,104.3,23.4,7.2,nt,nt,nt,14.8
O=C(/C=C/c1cccc([N+](=O)[O-])c1)OC1CCCCC1=O (stereo unspecified),98.9,95.5,0.7,24,98.5,-8.2,-11.0,11,0.1,-3.0,10.4
CCn1c(SCC(=O)Nc2nccs2)nnc1-c1ccccc1,100.4,99.1,19.6,9,98.0,2.5,-6.5,34,2.6,-7.0,nt
COC(=O)c1sc2nc(CN3CCN(c4cccc(C(F)(F)F)c4)CC3)[nH]c(=O)c2c1C,98.8,98.0,9.6,24,102.5,0.1,-18.9,15,1.2,-1.0,-9.8

# Record cards, as listed above.
# CC(=O)C1=C(C)NC(=O)NC1c1cccc(O)c1 (stereo unspecified) is entered as RGS4-Gao reg = 101.4; RGS7-Gao = 103.7; ABCG2 block = 4.8; Avidin bead fluor = 14; RGS8-Gao = 101.8; Mcl1-Noxa inh = 24.2; Mcl1-Bid inh = -0.7; GSH bead fluor = 34; ABCB1 block = 1.1; Bim-Mcl-1 = -1.0; Pf gametocyte = 12.8
# O=C(/C=C/c1cccc([N+](=O)[O-])c1)OC1CCCCC1=O (stereo unspecified) is entered as RGS4-Gao reg = 98.9; RGS7-Gao = 95.5; ABCG2 block = 0.7; Avidin bead fluor = 24; RGS8-Gao = 98.5; Mcl1-Noxa inh = -8.2; Mcl1-Bid inh = -11.0; GSH bead fluor = 11; ABCB1 block = 0.1; Bim-Mcl-1 = -3.0; Pf gametocyte = 10.4

# The list goes on.
SMILES,RGS4-Gao reg,RGS7-Gao,ABCG2 block,Avidin bead fluor,RGS8-Gao,Mcl1-Noxa inh,Mcl1-Bid inh,GSH bead fluor,ABCB1 block,Bim-Mcl-1,Pf gametocyte
CCOC(=O)c1c(C(C#N)C#N)cc(C)nc1C,105.6,101.0,-3.3,6,103.8,1.9,8.8,45,-2.2,-1.0,10.4
CCOC(=O)c1sc(N)nc1-c1ccccc1,102.1,97.4,0.8,5,100.6,4.9,-4.5,17,0.3,1.0,nt
CCOc1ccc(Br)cc1C(=O)N/N=C/c1ccc([N+](=O)[O-])cc1,98.1,99.5,1.6,24,102.7,40.1,-8.4,19,0.4,3.0,-1.9
Cc1ccc(S(=O)(=O)N/N=C\c2cn(-c3ccccc3)nc2-c2ccccc2)cc1,100.2,95.8,-0.7,7,100.8,-12.8,-43.5,7,-0.2,5.0,nt
c1ccc(-c2ccc(-c3ccccn3)s2)nc1,102.0,?,nt,7,100.4,12.7,-4.8,nt,nt,nt,-11.8
COc1ccc(S(=O)(=O)N(CC(=O)N/N=C/c2cccs2)c2ccc(C)cc2)cc1OC,103.3,103.6,1.1,29,107.0,1.0,7.2,40,0.1,0.0,1.2
CN(C)CCNC(=O)c1onc(CSc2ccc(F)cc2)c1C(=O)NCCN(C)C,81.8,?,nt,8,97.5,-2.9,-27.0,nt,nt,nt,nt
Cn1ccnc1C1CCCCN1C(=O)c1cc(COc2ccc(F)cc2F)on1 (stereo unspecified),103.5,?,nt,4,104.6,-9.6,-37.2,nt,nt,nt,-9.9
CC(=O)Nc1nc(C)c(Cc2ccccc2)c(=O)[nH]1,93.8,94.6,2.9,16,99.6,-10.6,0.1,52,0.1,-1.0,nt
O=[N+]([O-])c1cccc(C2Nc3cccc4cccc(c34)N2)c1,95.2,94.8,-6.3,4,102.3,50.0,-18.7,10,-0.8,-3.0,15.1
Cc1ccc(/C=N/NC(=O)c2cccs2)s1,96.3,98.4,2.9,1,94.2,-3.1,27.4,6,0.0,0.0,13.0
COc1ccc(C2CC(=O)Nc3ccccc3S2(=O)=O)cc1OC (stereo unspecified),92.7,96.6,1.1,4,100.0,20.6,6.7,57,0.3,-1.0,nt
Cc1ccc(CSCC(=O)N2CCCC2)cc1,101.2,107.1,-1.1,11,104.0,7.6,-13.3,17,-0.5,0.0,-0.2
O=C(NC(=S)NCc1ccccc1)C1CC1,106.1,105.5,2.9,8,107.4,-17.2,-11.6,21,0.7,-8.0,-2.6
CC(C)C(NC(=O)c1ccccc1)C(=O)N/N=C\c1ccco1 (stereo unspecified),101.4,102.4,8.8,11,96.4,12.1,-1.6,37,3.2,-9.0,6.3
CCOC(=O)CCn1nc(-c2ccccc2)cc1N,99.3,100.8,2.8,27,98.5,6.8,-86.2,9,2.2,-4.0,10.1
O=C(CN1CCSCC1)N/N=C/c1ccc(F)c(F)c1,103.8,100.8,-0.3,13,101.8,13.6,9.1,53,-0.3,-1.0,-2.7
Cc1ccccc1NS(=O)(=O)c1ccc(NC(=O)c2nc3ncccn3n2)cc1,101.3,102.1,0.4,37,100.9,9.6,-1.9,17,0.0,-3.0,nt
CC1=C(C(=O)OC(C)C)C(c2coc3ccccc3c2=O)C2=C(CCCC2=O)N1 (stereo unspecified),104.3,95.7,3.4,7,100.1,-3.3,-18.6,51,1.5,-3.0,-0.9
CCCCOC(=O)c1ccc(NC(=O)C(=O)NCCN(C)C)cc1,96.0,?,nt,6,100.6,1.6,-15.6,nt,nt,nt,3.6
O=C(c1ccoc1)N1CCC2(CC1)Oc1ccc(F)cc1C(=O)C21CC(c2ccccc2)=NO1 (stereo unspecified),105.7,?,nt,26,99.6,20.0,-10.2,nt,nt,nt,nt
O=[N+]([O-])c1ccc(C(O)C(CO)NC(=S)Nc2ccccc2)cc1 (stereo unspecified),81.6,?,nt,3,91.1,-10.9,-125.7,nt,nt,nt,-6.2
Cc1ccc(CNC(=O)C2CCCN(S(C)(=O)=O)C2)cc1 (stereo unspecified),101.2,100.5,-2.5,6,100.1,16.0,2.7,34,-2.1,-3.0,nt
O=C(Nc1cccnc1)c1cc(-c2ccccc2O)on1,99.3,?,nt,7,97.8,0.4,-38.4,nt,nt,nt,4.7
